Bioassay records: PubChem BioAssay, National Center for Advancing Translational Sciences (NCATS)
D2 potentiator = HTS Assay for Positive Allosteric Modulators of the Human D2 Dopamine Receptor: Primary Screen for Potentiators. HEK293 T-REx D2, calcium flux, EC20 dopamine potentiation. D(2) dopamine receptor (Homo sapiens), P14416. potentiation, % at 10 µM. actives 0.34% (n = 340,000);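 active = potentiation over 3 SD above the plate norm, cut at about 30% in these data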; note: 0% is about no effect
Target sequence (P14416 whole entry, looked up): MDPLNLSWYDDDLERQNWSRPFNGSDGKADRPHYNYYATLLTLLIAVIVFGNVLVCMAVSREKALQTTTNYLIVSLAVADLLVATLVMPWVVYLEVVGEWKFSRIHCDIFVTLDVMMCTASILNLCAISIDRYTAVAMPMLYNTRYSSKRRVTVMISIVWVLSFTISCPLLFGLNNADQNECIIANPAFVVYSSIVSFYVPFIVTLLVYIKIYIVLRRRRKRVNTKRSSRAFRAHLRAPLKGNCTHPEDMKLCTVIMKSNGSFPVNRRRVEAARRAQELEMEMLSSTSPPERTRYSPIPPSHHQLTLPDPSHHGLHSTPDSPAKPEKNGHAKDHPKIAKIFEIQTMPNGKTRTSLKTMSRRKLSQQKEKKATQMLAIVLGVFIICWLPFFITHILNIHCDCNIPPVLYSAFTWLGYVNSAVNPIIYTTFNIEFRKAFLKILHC
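Potentiation of an EC20 dopamine calcium response is measured in a force-coupled, tetracycline-inducible Hek293 Trex D2 line. Compound-only kinetic reads over 180 s flag agonists before dopamine addition.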
TRHR agonist = qHTS for Small Molecule Agonists and Allosteric Enhancers of Human TRH Receptor: Primary Screen for Agonists | Thyrotropin-releasing hormone receptor (Homo sapiens), P34981 | TRHR cells, calcium flux fluo-8, FDSS agonist mode | activation, % at 2 µM | actives 0.18% (n = 360,000) | AID 493084, 2011; note: 0% is about no effect
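TRHR-expressing cells loaded with fluo-8 calcium dye; 23 nL library compound pin-transferred, kinetic FDSS fluorescence (Ex 480/Em 530) recorded about 180 s for agonist-induced calcium release, before a 10 nM TRH EC20 addition for potentiator mode.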
D1 antag = Antagonist of Human D 1 Dopamine Receptor: qHTS | HEK293 TREx D1 cells, calcium flux, dopamine EC80; stronger effect = lower value | AID 504652, 2011 | actives 3.2% (n = 360,000) | activity change, negative = inhibition, % at 10 µM | D(1A) dopamine receptor (Homo sapiens), P21728; in the data active = activity change below about -30%; note: % is set by controls: 0 for no effect and ±100 for the full control effect
Target sequence (P21728 whole entry, looked up): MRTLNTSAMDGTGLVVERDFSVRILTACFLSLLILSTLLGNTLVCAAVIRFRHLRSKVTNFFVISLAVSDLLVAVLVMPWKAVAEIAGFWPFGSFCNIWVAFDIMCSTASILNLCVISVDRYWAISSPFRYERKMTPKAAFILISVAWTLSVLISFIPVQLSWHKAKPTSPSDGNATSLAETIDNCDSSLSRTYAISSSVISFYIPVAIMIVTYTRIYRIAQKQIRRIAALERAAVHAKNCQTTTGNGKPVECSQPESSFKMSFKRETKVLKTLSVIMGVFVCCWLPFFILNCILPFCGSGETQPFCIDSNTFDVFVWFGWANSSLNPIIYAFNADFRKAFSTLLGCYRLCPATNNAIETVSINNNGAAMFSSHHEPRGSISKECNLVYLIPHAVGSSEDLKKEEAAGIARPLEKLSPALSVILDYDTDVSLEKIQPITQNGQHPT
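Compound effects on dopamine-evoked calcium signalling were measured in tetracycline-induced HEK293 Trex D1 cells. Dopamine at EC80 followed a 180 s compound pre-read, and fluorescence was tracked kinetically for 180 s more.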
D2 antag = HTS Assay for Allosteric Antagonists of the Human D2 Dopamine Receptor: Primary Screen for Antagonists; HEK293 TREx D2 cells, calcium flux, dopamine EC80; inhibition, % at 10 µM; actives 2% (n = 340,000); AID 485344, 2010; in the data active = inhibition above about 30%; note: 0% is about no effect
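Calcium mobilization kinetics were recorded at 1 s intervals in tetracycline-induced HEK293 T-REx D2 cells, first for 180 s after compound addition and then 180 s after EC80 dopamine.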
D1 agonist = Allosteric Agonists of the Human D1 Dopamine Receptor: qHTS; AID 504660, 2011; D(1A) dopamine receptor (Homo sapiens), P21728; HEK293 T-REx D1 cells, calcium flux, agonist mode; activation, % at 2 µM; actives 1% (n = 360,000); note: 0% is about no effect
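Agonism was scored from calcium flux recorded over 180 s (1 read/s) after pintool compound addition, following a 10-cycle baseline. Cells were inducible force-coupled HEK293 TREx D1, plated overnight at 30 C and loaded with no-wash calcium dye.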
D2 agonist = HTS Assay for Allosteric Agonists of the Human D2 Dopamine Receptor: Primary Screen for Agonists | HEK293 T-REx D2 cells, calcium flux agonist mode | activation, % at 2 µM | actives 0.53% (n = 340,000) | AID 485358, 2010;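 active = activation over 3 SD above normal in the single-dose calcium agonist read, cut at about 30% in these data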; note: 0% is about no effect
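In this primary screen, compounds producing a positive calcium signal within 180 s of addition to tetracycline-induced, force-coupled HEK293 Trex D2 cells are flagged; cells are dye-loaded with a no-wash calcium kit beforehand.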
TRHR PAM = qHTS for Small Molecule Agonists and Allosteric Enhancers of Human TRH Receptor: Primary Screen for Enhancers; enhancement, % at 2 µM; actives 0.66% (n = 360,000); TRHR cells, fluo-8 calcium fluorescence, EC20 TRH enhancement; in the data active = enhancement above about 30%; note: 0% is about no effect
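Enhancer read-out: after compound pinning and an initial kinetic agonist-mode read, an EC20 of TRH (10 nM final) was injected and fluo-8 calcium signal (Ex 480/Em 530) followed at 1 s/cycle for 100 cycles in TRHR-expressing cells.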
D1 PAM = Potentiators of Human D1 Dopamine Receptor: qHTS; AID 504651, 2011; HEK293 TREx D1 cells, calcium flux, dopamine EC20 potentiation; actives 0.036% (n = 360,000); potentiation, % at 10 µM; D(1A) dopamine receptor (Homo sapiens), P21728; in the data active = potentiation above about 30%; note: 0% is about no effect
RXFP1 antag = qHTS Assay for Antagonists of the Relaxin Receptor RXFP1; actives 0.59% (n = 350,000); activity change, negative = inhibition, % at 57.5 µM; HEK293-RXFP1, relaxin-stimulated cAMP HTRF, 30 min; stronger effect = lower value; AID 1259400, 2018;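 active = activity change of -60% or lower, but not beyond a set lower limit; inconclusive = change between -60% and -40%, or beyond the set limit; inactive = change above -40%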; note: % is set by controls: 0 for no effect and ±100 for the full control effect
* marks the source's active call; other numbers are inactive results; ? = inconclusive; . = no result given. Cut-off read from the data, not from the text of the source, unless noted: active = activation above about 30%; inactive = the rest. Compounds were not picked by outcome; about 7.3% have a hit in one of these screens.

SMILES | D2 potentiator | TRHR agonist | D1 antag | D2 antag | D1 agonist | D2 agonist | TRHR PAM | D1 PAM | RXFP1 antag
CCOc1ccc(N(CC)S(=O)(=O)N2CCCC(C(=O)NCc3ccc(Cl)cc3)C2)cc1 (stereo unspecified) | -7 | 1.1 | 0 | . | 13 | 0.6 | 26 | -2 | -18
CCc1cccc(NC(=O)Cn2c(=O)n(CC3CCC(C(=O)NC)CC3)c(=O)c3sccc32)c1 (stereo unspecified) | -13 | 0.0 | 11 | . | -1 | . | -8 | -3 | -12
O=C(c1ccccc1)c1ccccc1N1C(=O)C=CC1=O | -5 | 1.5 | 4 | 11 | 5 | 1.6 | -11 | 2 | ?
CC(C)C(C(=O)NC(C)(C)C)N1C(=O)c2ccccc2C1=O (stereo unspecified) | -5 | -0.2 | 9 | 12 | 1 | 0.3 | -4 | -10 | 12
CCOCCCn1c(SCC(=O)Nc2ccc(CC)cc2)nc2ccccc2c1=O | 11 | 0.2 | -6 | . | 5 | 0.5 | -5 | 2 | -11
COc1cccc(N=C2CC(C)(C)CC(=O)/C2=C(/O)c2ccccc2)c1 | -14 | 0.4 | -20 | -1 | 2 | 0.9 | 6 | 4 | -10
CC(CCc1ccco1)NC(=O)CSc1cc(=O)n(C)c2ccccc12 (stereo unspecified) | 0 | -0.3 | 6 | 4 | 1 | -0.5 | 5 | 4 | -1
C=Cc1cccc(NC(=O)COc2ccccc2)c1 | . | 0.2 | -1 | -3 | 2 | 1.0 | 5 | 3 | -15
O=C(NCCn1cc(SCc2ccccc2F)c2ccccc21)c1cccs1 | 6 | 0.7 | 5 | . | 2 | -0.2 | -6 | -6 | .
Cn1cc(CCC(=O)N2CCCC(Nc3ccc(F)cc3)C2)cn1 (stereo unspecified) | 18 | -0.3 | 7 | -48 | 3 | -0.2 | -4 | 0 | 14
Cc1cc(Cl)c(S(=O)(=O)N2CCN(c3ccccc3)CC2)cc1OCC(N)=O | -2 | 0.3 | -26 | 24 | -1 | 0.2 | -5 | -1 | -3
Cc1ccc(C)c(N2CCN(C(=O)Cc3cn(C)c4ccccc34)CC2)c1 | 3 | -0.4 | 3 | 10 | 0 | -1.2 | -3 | 5 | -36
CC(=O)Nc1ccc(N2C(=O)CC(Sc3nc4ccccc4s3)C2=O)cc1 (stereo unspecified) | -2 | -0.5 | -4 | -2 | 6 | 2.1 | -5 | -7 | -3
O=C(Nc1cccc(S(=O)(=O)N2CCOCC2)c1)C1CCCC1 | 6 | 0.2 | -2 | -6 | 1 | 0.4 | 3 | -4 | 1
CCc1ccc2c(c1)[C@]1(C(=O)N2)[C@@H]2C(=O)N(Cc3ccccc3)C(=O)[C@@H]2[C@@H]2CCCN21 | -2 | 3.6 | 7 | -10 | 1 | -1.1 | 0 | 2 | -4
Cc1cc(C)cc(-n2ccnc2SCC(=O)Nc2ccc(C)c(Cl)c2)c1 | -21 | 0.3 | -40* | . | 3 | 1.3 | 1 | 1 | .
CCOC(=O)c1cnc2c(C)cc(C)cc2c1NCCN1CCOCC1 | . | -1.7 | 3 | . | 0 | -2.0 | 1 | 2 | .
COc1ccc(CNC(=O)CCc2nc(-c3ccc(C)cc3)no2)c(OC)c1 | 3 | -0.7 | -6 | . | -1 | -1.3 | -6 | -5 | -16
COc1ccc(C)cc1NC(=O)CSCc1ccccc1C | -1 | -0.2 | -20 | -6 | 6 | 1.7 | -1 | -25 | -23
O=[N+]([O-])c1ccc(S(=O)(=O)NCCN2CCOCC2)cc1 | 49* | 0.0 | 13 | 5 | 2 | 0.5 | 8 | 2 | -11
Cc1ccc(C(=O)NCC(=O)NC2CCCC2)cc1 | 11 | 0.0 | 4 | 11 | 0 | 0.2 | 21 | -4 | -21
Cc1ccc(CN2CCSc3ccc(C(=O)NCC(C)c4ccccc4)cc32)cc1 (stereo unspecified) | -9 | 0.6 | 3 | . | 0 | . | -5 | -1 | -4
Cc1onc(-c2c(F)cccc2Cl)c1C(=O)c1ccccc1O | -4 | -0.4 | -41* | 9 | 9 | 0.4 | -4 | -11 | -1
Cc1cc(C(=O)Oc2cccnc2)ccc1[N+](=O)[O-] | 5 | 0.2 | -5 | 1 | 13 | -0.3 | 0 | -7 | -13
COC(=O)Nc1c(C)n(C)n(-c2ccccc2)c1=O | -2 | 0.6 | 5 | 0 | 3 | 0.8 | 3 | -8 | -5

6 entries out of the list above, sorted by the number in RXFP1 antag, highest first.
molecule,D2 potentiator,TRHR agonist,D1 antag,D2 antag,D1 agonist,TRHR PAM,D1 PAM,RXFP1 antag
Cn1cc(CCC(=O)N2CCCC(Nc3ccc(F)cc3)C2)cn1 (stereo unspecified),18,-0.3,7,-48,3,-4,0,14
CC(CCc1ccco1)NC(=O)CSc1cc(=O)n(C)c2ccccc12 (stereo unspecified),0,-0.3,6,4,1,5,4,-1
Cc1cc(Cl)c(S(=O)(=O)N2CCN(c3ccccc3)CC2)cc1OCC(N)=O,-2,0.3,-26,24,-1,-5,-1,-3
COC(=O)Nc1c(C)n(C)n(-c2ccccc2)c1=O,-2,0.6,5,0,3,3,-8,-5
COc1cccc(N=C2CC(C)(C)CC(=O)/C2=C(/O)c2ccccc2)c1,-14,0.4,-20,-1,2,6,4,-10
COc1ccc(C)cc1NC(=O)CSCc1ccccc1C,-1,-0.2,-20,-6,6,-1,-25,-23

Continuation:
SMILES | D2 potentiator | TRHR agonist | D1 antag | D2 antag | D1 agonist | D2 agonist | TRHR PAM | D1 PAM | RXFP1 antag
COc1cc2c(cc1OC)n(Cc1cccc(C(F)(F)F)c1)c(=O)n1nc(-c3ccccc3)nc21 | 9 | -1.8 | 17 | . | 5 | -1.0 | 8 | 0 | .
CC(C)c1c(O)nc(SCCOc2ccc(Cl)cc2)[nH]c1=O | -5 | -0.3 | 5 | 2 | 5 | -1.5 | 7 | 0 | -2
COc1ccc(-n2nnnc2SC(C)C(=O)NC2CCCC2)cc1 (stereo unspecified) | 9 | -0.5 | -30 | 22 | 1 | -0.8 | -1 | -8 | -7
Cc1cc2nc(-c3ccc(SCC(=O)Nc4ccc(S(=O)(=O)N5CCCC5)cc4)nc3)[nH]c2cc1C | -6 | 2.1 | 1 | -18 | 6 | -0.2 | -7 | 3 | -15
O=C(c1cc2c(ccc3ccccc32)o1)N1CCCCC1 | 0 | 0.6 | -12 | -3 | 8 | -0.1 | -3 | 1 | -16
O=C(NC(Cc1c[nH]c2ccccc12)c1nnc2n1CCCCC2)c1ccccc1 (stereo unspecified) | 5 | 0.1 | 2 | -8 | 0 | -1.2 | 4 | -6 | 0
S=C(NCCN1CCCCC1)Nc1ccccc1 | -15 | -0.8 | -2 | -22 | 0 | -0.6 | 3 | 0 | 7
COc1ccc(NC(=O)CC2NCCNC2=O)c(OC)c1 (stereo unspecified) | -8 | 0.0 | 2 | . | 0 | 0.0 | -1 | -3 | 0
O=C(NCCN1CCOCC1)c1cccc(S(=O)(=O)N2CCCC2)c1 | 18 | 0.6 | 13 | 0 | 1 | 0.6 | 4 | -5 | 4
CC(OC(=O)CCc1nc2ccccc2c(=O)[nH]1)C(=O)NCc1ccc2c(c1)OCO2 (stereo unspecified) | -7 | -0.7 | -11 | -22 | 0 | 1.4 | 4 | -8 | 3
Cc1ccccc1CN1C[C@@H]2C[C@@H](c3cn[nH]c3-c3ccc(F)cc3)N3CCC[C@@]23C1=O | 24 | 2.4 | 29 | 1 | 12 | 1.4 | 1 | 4 | -8
Cc1ccc2oc(=O)c3cc(C(=O)N(Cc4ccccc4)C(C)C)sc3c2c1 | 0 | -0.1 | -3 | . | 0 | 0.1 | 13 | -3 | .
COc1cccc(CNC(=O)CSCc2cnn(-c3ccccc3)c2-n2cccc2)c1OC | 0 | 0.1 | -4 | 8 | 7 | -0.2 | 5 | -6 | -6
CCCCOc1cccc(C(=O)Nc2ccc(S(=O)(=O)Nc3nnc(CC)s3)cc2)c1 | 11 | -0.2 | 13 | -2 | 10 | 0.9 | 1 | -1 | 5
CC1(c2ccccc2)NC(=O)N(CC(=O)NCCC2=CCCCC2)C1=O (stereo unspecified) | 1 | -0.1 | 3 | -9 | 4 | 0.0 | 7 | 2 | 6
O=C(c1cnn2c(C(F)(F)F)cc(-c3cccs3)nc12)N1CCOCC1 | 19 | -0.1 | 3 | -10 | 0 | 0.7 | 4 | -5 | -5
C=CCNC(=S)NNC(=O)c1ccc(OCCC)cc1 | -4 | -0.3 | 5 | 6 | 0 | -1.0 | 0 | -2 | -4
CCSC(=N)N | -8 | 0.3 | -8 | 15 | -1 | 0.0 | 7 | -7 | .
COc1ccccc1-c1cc(C(=O)Nc2sc3c(c2C#N)CCCC3)no1 | -4 | 1.3 | -6 | . | 0 | . | 1 | 2 | -5
Cc1cccc(NC(=S)N2CCN(Cc3ccccc3)CC2)c1C | 1 | 1.1 | -10 | -11 | 2 | -0.2 | 5 | 1 | -1
O=C(O)CCc1nn2c3ccccc3nc2n(CCN2CCCCC2)c1=O | -8 | 0.1 | -31* | -5 | 7 | -0.6 | -3 | -5 | -2
CC(=O)Nc1c(S(=O)(=O)c2ccccc2)c2nc3ccccc3nc2n1Cc1ccccc1 | 0 | -0.7 | -4 | -1 | 0 | -0.6 | 0 | -10 | 2
CN(Cc1ccc(Cl)cc1)C(=O)c1ccc(S(=O)(=O)NCc2ccco2)cc1 | -5 | -0.1 | -20 | 16 | 3 | -0.4 | 7 | -6 | -2
N/C(=N\N=C\c1cccs1)SC1CC(=O)N(c2cccc([N+](=O)[O-])c2)C1=O (stereo unspecified) | 0 | 0.9 | -7 | -9 | -3 | 0.2 | 1 | 2 | 5
O=C(NCc1ccc(F)cc1)C1CCCN1C(=O)Nc1ccccc1 (stereo unspecified) | -8 | 0.3 | -17 | -15 | 1 | 0.6 | 5 | -5 | -1
Cc1sc(NC(=O)c2ccco2)c(C(c2ccncc2)N2CCOCC2)c1C (stereo unspecified) | 20 | -0.6 | -13 | 21 | 1 | -0.1 | 1 | 4 | -5

2 entries drawn at random from those above, as already listed:
SMILES | D2 potentiator | TRHR agonist | D1 antag | D2 antag | D1 agonist | D2 agonist | TRHR PAM | D1 PAM | RXFP1 antag
CN(Cc1ccc(Cl)cc1)C(=O)c1ccc(S(=O)(=O)NCc2ccco2)cc1 | -5 | -0.1 | -20 | 16 | 3 | -0.4 | 7 | -6 | -2
O=C(c1cc2c(ccc3ccccc32)o1)N1CCCCC1 | 0 | 0.6 | -12 | -3 | 8 | -0.1 | -3 | 1 | -16
